Screening results from PubChem.
D1 PAM: enhances dopamine response at the human D1 receptor | HEK293 TREx D1 cells, calcium flux, dopamine EC20 potentiation | P21728 | 360,000 compounds, 0.036% hits | potentiation, % at 10 µM; in the data active = potentiation above about 30%; note: 0% is about no effect
Target sequence (P21728 whole entry, looked up): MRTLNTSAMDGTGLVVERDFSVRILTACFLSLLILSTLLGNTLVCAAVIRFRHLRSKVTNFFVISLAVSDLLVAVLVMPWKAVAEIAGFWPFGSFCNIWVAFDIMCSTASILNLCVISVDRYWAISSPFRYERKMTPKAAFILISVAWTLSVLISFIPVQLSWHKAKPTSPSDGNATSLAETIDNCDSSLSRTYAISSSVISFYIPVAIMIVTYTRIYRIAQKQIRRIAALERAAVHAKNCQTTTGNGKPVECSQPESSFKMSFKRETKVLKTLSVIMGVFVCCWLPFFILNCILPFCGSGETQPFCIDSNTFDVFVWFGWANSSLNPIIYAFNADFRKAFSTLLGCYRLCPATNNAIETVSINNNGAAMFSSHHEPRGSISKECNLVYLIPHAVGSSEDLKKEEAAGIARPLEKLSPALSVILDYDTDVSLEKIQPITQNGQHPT
D1 antag: antagonists of human D1 dopamine receptor; HEK293 TREx D1 cells, calcium flux, dopamine EC80; hits give low values; activity change, negative = inhibition, % at 10 µM; 360,000 compounds, 3.2% hits; AID 504652; in the data active = activity change below about -30%; note: % is set by controls: 0 for no effect and ±100 for the full control effect
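Inducible Hek293 Trex D1 cells (tetracycline, overnight, 30 C). Calcium dye 30–90 min RT. Antagonist mode: EC80 dopamine added after 180 s compound read.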
D2 antag: antagonists of human D2 dopamine receptor | inhibition, % at 10 µM | AID 485344 | 340,000 compounds, 2% hits | HEK293 TREx D2 cells, calcium flux, dopamine EC80; in the data active = inhibition above about 30%; note: 0% is about no effect
Target sequence (P14416 whole entry, looked up): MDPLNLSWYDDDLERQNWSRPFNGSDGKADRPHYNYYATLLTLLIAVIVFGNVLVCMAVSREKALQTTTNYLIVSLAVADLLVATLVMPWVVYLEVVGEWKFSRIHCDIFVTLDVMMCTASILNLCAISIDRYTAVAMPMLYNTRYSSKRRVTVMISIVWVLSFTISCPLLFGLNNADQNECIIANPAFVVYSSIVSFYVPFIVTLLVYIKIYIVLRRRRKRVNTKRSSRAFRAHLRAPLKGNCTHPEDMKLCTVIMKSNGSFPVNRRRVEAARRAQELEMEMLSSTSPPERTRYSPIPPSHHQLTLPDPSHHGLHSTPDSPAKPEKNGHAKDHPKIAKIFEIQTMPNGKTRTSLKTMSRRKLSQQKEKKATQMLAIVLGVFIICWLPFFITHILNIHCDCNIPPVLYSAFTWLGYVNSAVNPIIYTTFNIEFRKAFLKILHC
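Dopamine at EC80 is the agonist stimulus; test compounds precede it by 180 s. Calcium flux read kinetically in a force-coupled, inducible HEK293 T-REx D2 cell line.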
TRHR PAM: allosteric enhancers of human TRH receptor. P34981. TRHR cells, fluo-8 calcium fluorescence, EC20 TRH enhancement. enhancement, % at 2 µM. 360,000 compounds, 0.66% hits. AID 493056; in the data active = enhancement above about 30%; note: 0% is about no effect
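Enhancer read-out: after compound pinning and an initial kinetic agonist-mode read, an EC20 of TRH (10 nM final) was injected and fluo-8 calcium signal (Ex 480/Em 530) followed at 1 s/cycle for 100 cycles in TRHR-expressing cells.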
TRHR ag: agonists of human TRH receptor; activation, % at 2 µM; AID 493084; 360,000 compounds, 0.18% hits; TRHR cells, calcium flux fluo-8, FDSS agonist mode; P34981; note: 0% is about no effect
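Agonist-mode FDSS calcium read (Ex 480/Em 530, 1 s cycles) in 1536-well TRHR cells with fluo-8 dye, after 10-cycle baseline and 23 nL compound addition; TRH at EC20 (10 nM final) added afterwards for the enhancer phase.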
RXFP1 antagonist: blocks the human relaxin receptor RXFP1 | HEK293-RXFP1, relaxin-stimulated cAMP HTRF, 30 min; hits give low values | activity change, negative = inhibition, % at 57.5 µM | 350,000 compounds, 0.59% hits;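 active = activity change of -60% or lower, but not beyond a set lower limit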; note: % is set by controls: 0 for no effect and ±100 for the full control effect
D1 agonist: human D1 receptor agonism; P21728; HEK293 T-REx D1 cells, calcium flux, agonist mode; activation, % at 2 µM; 360,000 compounds, 1% hits; note: 0% is about no effect
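Agonism was scored from calcium flux recorded over 180 s (1 read/s) after pintool compound addition, following a 10-cycle baseline. Cells were inducible force-coupled HEK293 TREx D1, plated overnight at 30 C and loaded with no-wash calcium dye.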
D2 PAM: positive allosteric modulators of human D2 dopamine receptor | HEK293 T-REx D2, calcium flux, EC20 dopamine potentiation | potentiation, % at 10 µM | 340,000 compounds, 0.34% hits;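 active = potentiation over 3 SD above the plate norm, cut at about 30% in these data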; note: 0% is about no effect
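Potentiation of an EC20 dopamine calcium response measured kinetically over 180 s, after a preceding 180 s compound-only read flagging agonists. Cells: inducible Hek293 Trex D2 line, 4000/well, cultured overnight at 30 C before dye loading.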
D2 ag: activates the human D2 dopamine receptor. P14416. HEK293 T-REx D2 cells, calcium flux agonist mode. activation, % at 2 µM. 340,000 compounds, 0.53% hits. AID 485358;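 active = activation over 3 SD above normal in the single-dose calcium agonist read, cut at about 30% in these data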; note: 0% is about no effect
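HEK293 Trex D2 cells, tetracycline-induced, o/n 30 C 5% CO2; no-wash Ca dye, RT 30–90 min; 10-cycle baseline, 23 nl cpd added, kinetic Ca read 180 s; agonist hits = positive Ca response.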
An asterisk follows results filed as active; nt = no result given; & = joins results of further samples; ! = repeats disagree. Cut-off read from the data, not from the text of the source, unless noted: active = activation above about 30%; inactive = the rest.

SMILES	D1 PAM	D1 antag	D2 antag	TRHR PAM	TRHR ag	RXFP1 antagonist	D1 agonist	D2 PAM	D2 ag
COc1ccc2c3c([nH]c2c1)C(C)N(CCC(=O)NN)CC3 (configuration not stated)	1	-27	-6	2	0.2	-19	3	19	-0.7
O=c1[nH]c(SCc2ccccc2Cl)nc2c1CCCC2	-1	-3	0	-1	-2.2	-14	5	-2	-0.6
CCCCC(=O)Nc1cccc(NC(=O)c2ccc(Br)cc2)c1	-10	-1	-14	7	-0.4	-3	0	-5	0.3
O=C(Nc1cc(S(=O)(=O)N2CCCC2)ccc1OCC(F)(F)F)c1ccccc1F	1	3	nt	-1	-0.8	-2	0	nt	nt
C=CCN1N=C(c2ccc(Cl)s2)CSC1=O	-7	-10	-1	2	-0.6	-5	4	5	-1.2
Cc1cccc(NC(=O)Cn2c(O)c(N=NC(=O)c3ccncc3)c3ccccc32)c1	-11	8	11	12	0.0	-9	1	16	-2.5
Cc1ccc(C2Nc3ccccc3NC3=C2C(=O)CC(C)(C)C3)c(O)c1 (configuration not stated)	3	7	5	-2	1.0	-18	2	-3	-0.3
CCn1c(/C(C#N)=C(\O)CCc2ccccc2)nc2ccccc21	0	6	-1	-3	0.1	11	3	18	0.4
CCOC(=O)c1c(C)n(C(=O)c2ccco2)c(=O)n1C(=O)c1ccco1	-4	-14	8	-4	0.1	11	0	-12	-0.9
O=Nc1c(-c2ccccc2)[nH]n(-c2ccccc2)c1=O	0	-5	19	-3	-1.1	-11	1	10	0.9
Cc1cccc(C)c1NC(=O)NNC(=O)c1cc(C(C)(C)C)nn1Cc1ccccc1	3	2	-9	3	-1.1	-2	3	-5	2.1
CN1CCc2c(sc3c2C(=O)NC(c2ccc(OC(=O)c4ccc(Cl)cc4)cc2)N3)C1 (configuration not stated)	1	0	nt	1	71*	-8	145*	-26	nt
O=C1Nc2cc(C(=O)N3CCOCC3)ccc2SC1N1CCOCC1 (configuration not stated)	0	-7	-8	5	-0.6	-17	-1	16	0.1
O=C(c1ccc(CSc2ccccc2)cc1)N1CCCCCC1	-1	-26	10	-5	-0.4	6	12	-4	1.8
O=C(Cn1c(=O)n(CCc2c[nH]c3ccccc23)c(=O)c2cccnc21)Nc1ccccc1F	-2	-15	7	2	-0.1	nt	-3	7	0.6
Cc1cc(Nc2cccc(Cl)c2)nc2ccc(NC(=O)Cc3cccc(C(F)(F)F)c3)cc12	-2	6	nt	-1	0.2	nt	0	2	nt
COc1ccc(Cc2noc(CN3CCNC(=O)CC3)n2)cc1OC	1	-7	-13	9	0.0	-13	1	0	0.0
Cc1ccc2oc(C(=O)Nc3nnc(C)s3)c(C)c2c1	-3	-1	10	-6	1.6	8	0	-3	0.2
COc1cc(CN2CCN(C(O)(c3ccccc3)c3ccccc3)CC2)cc(OC)c1OC	-13	-67*	8	2	3.9	-39	9	-20	1.6
COc1ccc(Cc2nnc(SCC(=O)NCC3CCCO3)o2)cc1 (configuration not stated)	6	6	-3	8	-0.5	-18	-1	3	1.1
CC(=O)c1sc(NC(=O)CCN2C(=O)C3CC=CCC3C2=O)nc1-c1ccccc1 (configuration not stated)	-2	2	-8	6	0.4	7	1	-4	-1.1
CCOc1cc(CNn2cnnc2)cc(Br)c1OCC(=O)NC(C)(C)C	-5	8	-10	3	1.2	0	2	1	-0.5
CC(C)(C)c1ccc(C(=O)NC2(C(F)(F)F)NC(=O)N(CCc3ccccc3)C2=O)cc1 (configuration not stated)	-6	-3	nt	0	-1.1	nt	17	2	-0.7
COc1ccccc1CCNC(=O)c1cnn2c(C(F)F)cc(C)nc12	-2	20	5	-2	-0.8	nt	1	8	-1.5
Cc1ccc2c([N+](=O)[O-])cccc2n1	2	3	0	-3	-0.4	17	1	7	0.6

Rewritten as comma-separated lines: part of the list above.
structure,D1 PAM,D1 antag,D2 antag,TRHR PAM,TRHR ag,RXFP1 antagonist,D1 agonist,D2 PAM,D2 ag
CCn1c(/C(C#N)=C(\O)CCc2ccccc2)nc2ccccc21,0,6,-1,-3,0.1,11,3,18,0.4
CCOC(=O)c1c(C)n(C(=O)c2ccco2)c(=O)n1C(=O)c1ccco1,-4,-14,8,-4,0.1,11,0,-12,-0.9

An excerpt from above in order of the RXFP1 antagonist value, ascending.
canonical_smiles	RXFP1 antagonist
Cc1ccc(C2Nc3ccccc3NC3=C2C(=O)CC(C)(C)C3)c(O)c1 (configuration not stated)	-18
O=C1Nc2cc(C(=O)N3CCOCC3)ccc2SC1N1CCOCC1 (configuration not stated)	-17
O=c1[nH]c(SCc2ccccc2Cl)nc2c1CCCC2	-14

Next part:
SMILES	D1 PAM	D1 antag	D2 antag	TRHR PAM	TRHR ag	RXFP1 antagonist	D1 agonist	D2 PAM	D2 ag
COc1cc(/C=N/NC2=NC(C)(C)Cc3ccccc32)cc(OC)c1OC	-1	-12	9	8	-0.8	0	2	-6	-0.2
[N-]=[N+]=CC(=O)c1ccnc(C(=O)C=[N+]=[N-])c1	-6	-11	3	1	-0.6	1	1	0	0.4
O=C(CN(C(=O)C1CSC(=O)C1)c1ccc(F)cc1)NCc1ccc2c(c1)OCO2 (configuration not stated)	-4	-12	6	9	1.7	5	5	17	0.6
O=C(OCC(=O)N1CCN(c2ccccc2)CC1)c1ccc2ccccc2n1	5	-11	4	41*	0.0	14	1	-3	0.6
COc1ccc(Cl)cc1NC(=O)COC(=O)CC(C)(C)CC1=NS(=O)(=O)c2ccccc2N1	-3	8	nt	1	0.2	nt	3	-22	0.2
CCNC(=O)CSc1nc2ccccc2c(=O)n1-c1cc(OC)ccc1OC	-10	-15	-34	0	0.3	-20	1	3	0.2
OC(Cn1ccnc1)c1ccc(Cl)cc1Cl (configuration not stated)	-4	-7	nt	0	-0.4	1	0	-4	nt
O=C(N/N=C/c1ccsc1)c1cc(O)cc(O)c1	-8	-24	-8	-2	0.8	-6	1	2	-0.1
O=C(N[C@@H](Cc1ccccc1)C(=O)O)c1ccncc1	3	7	1	-2	-0.2	nt	-4	-7	-0.2
CCOC(=O)c1c(NC(=O)CN2C(=O)C(=O)N(C(C)C)C2=O)sc(C)c1CC	-14	-14	-23	-4	-0.4	-1	6	1	-0.9
Cn1nccc1NC(=O)CSCC(=O)O	6	-3	-6	1	-0.9	7	2	-3	-0.3
Cc1ccc(/C=C/C(=O)c2ccccc(=O)c2O)cc1C	-4	3	-13	1	1.0	-20	7	-6	0.7
Cc1cccc(C(=O)c2ccccc2C(=O)O)c1	-5	10	2	-1	-0.1	-14	2	6	-0.8
Cc1ccccc1OCCCCn1c(-c2ccc(Cl)cc2)nc2ccccc2c1=O	-2	-2	nt	3	-0.1	0	3	-4	2.1
CCC(Sc1nc(C)cc(=O)[nH]1)C(=O)Nc1nc2c(s1)CCCC2 (configuration not stated)	2	23	-17	15	1.0	-4	1	8	0.4
O=C(CCn1c(=O)c2cccn2c2ccc(F)cc21)NCCc1ccc(Cl)cc1	-4	5	nt	21	-0.4	-27	-1	-26	1.1
CCc1ccc(NC(=O)NC(C)c2ccc3c(c2)OCO3)cc1 (configuration not stated)	-4	-15	-11	6	-0.6	3	15	-7	-0.2
CCOC(=O)C1CCN(S(=O)(=O)c2ccc(C)c(C)c2)CC1	2	-5	7	32*	-0.1	-8	1	3	-0.5
O=C(N/N=C/c1cc(Cl)cc([N+](=O)[O-])c1O)C(O)(c1ccccc1)c1ccccc1	-3	-6	-32	-3	-0.8	11	1	3	2.7
CCCOC(=O)CSc1ncnc2sc3c(c12)CCC(C)C3 (configuration not stated)	-1	8	nt	3	0.4	nt	5	13	nt
CC1(C)CC(=O)C2=C(C1)OC(=O)C2(NC(=O)c1cccs1)C(F)(F)F (configuration not stated)	-6	-4	-7	5	0.9	12	2	nt	2.7
COc1ccc(N2CC(O)=C(c3nc(C)cs3)C2=N)cc1	-8	-13	nt	-2	0.3	5	1	nt	nt
O=C1Nc2ccc(S(=O)(=O)N3CCCC3)c3ccc(S(=O)(=O)N4CCCC4)c1c23	-5	-18	-18	-1	3.0	7	-1	9	-0.1
COc1cc(NC(=O)c2sc3ncn(CC(=O)N4CCC(C)CC4)c(=O)c3c2C)cc(OC)c1OC	-5	-1	-15	-2	-1.3	-21	3	-11	-5.5
COc1ccc(C(=O)Nc2cnc3ccccn3c2=O)cc1	0&-1	-77*!	14	-7&-9	0.2&1.3	3&-13	2&4	0&6	0.0&0.0

Next compounds.
SMILES	D1 PAM	D1 antag	D2 antag	TRHR PAM	TRHR ag	RXFP1 antagonist	D1 agonist	D2 PAM	D2 ag
Cc1cc(NC(=O)CCC(=O)N(c2ccccc2)C(C(=O)NC2CCCC2)c2ccccc2)no1 (configuration not stated)	0	5	nt	7	-0.5	-14	2	nt	nt
C#CCOCCOCCOCCNc1nc(N2CCN(C(=O)[C@H](C)n3cc(CCCN=C(N)N)nn3)CC2)nc(N2CCN(C(=O)[C@H](Cc3ccc(O)cc3)n3cc(CCO)nn3)CC2)n1	-1	-1	-8	19	-0.4	nt	-2	9	0.2
Cc1nc(SCC(=O)NC(C)(C)C)c2c(-c3cccs3)csc2n1	2	-7	-1	0	-0.7	-18	2	7	-0.7
CC(=O)c1ccc(S(=O)(=O)N2CCN(C(=O)CSc3ccc(C)c(C)c3)CC2)cc1	-8	-34*	-10	-2	-2.1	-2	10	5	-0.6
COCc1[nH][nH]c(=O)c1C=Nc1ccc(Oc2ccccc2)cc1	2	-1	10	11	0.5	1	2	-14	0.9
COc1ccccc1CN(Cc1cc2c(C)ccc(C)c2[nH]c1=O)Cc1nnnn1Cc1ccco1	2	3	-1	6	0.7	-2	1	2	-0.2
CCOc1ccc2nc(SCC(=O)Nc3cc(C)on3)c(C)cc2c1	-1	-3	-2	4	1.2	-3	5	1	-0.1
CCOc1cc(NC(=S)NCCCN2CCOCC2)c(OCC)cc1NC(=O)c1ccccc1C	0	26	-5	-2	-0.2	-1	4	-3	-0.1
O=C(c1ccc2c(c1)C(=O)N(Cc1ccco1)C2=O)N1CCOCC1	-3	1	2	1	0.7	-2	1	3	1.0
COc1ccc([C@H]2CC(=O)C=C(c3cc(C=O)ccc3OC)C2)cc1OC	4	-9	-7	4	0.2	nt	1	12	0.0
c1ccc(COc2ccccc2CNc2nn[nH]n2)cc1	9	-75*	-6	6	0.5	-10	0	19	0.7
CN(C)C(CNc1ncnc2sccc12)c1ccccc1 (configuration not stated)	-6	-29	24	-1	0.7	-24	8	-10	1.0
CC(=O)Nc1ccc2nc(SCCOc3ccccc3)sc2c1	-2	-8	nt	4	0.4	nt	1	-7	0.1
O=C(c1ccc(CS(=O)Cc2ccccc2Cl)o1)N1CCN(C2CCCCC2)CC1 (configuration not stated)	-2	-9	-9	10	-0.2	6	-1	7	0.7
COCCCn1cnc2c(c1=O)c1nc3ccccc3nc1n2-c1ccc(C)cc1	2	-5	1	-1	-1.0	-8	0	-1	-0.1
CC1CCC2(CC1)NC(=O)N(CC(=O)Nc1ccccc1-c1ccccc1)C2=O (configuration not stated)	-2	5	4	1	-0.8	-6	-1	7	-0.2

Random draw from the library, and some 7.3% of all compounds hit somewhere here.
